# Compound activity deposited in PubChem BioAssay by National Center for Advancing Translational Sciences (NCATS).
# NIH3T3 tox: cytotoxic compounds in NIH 3T3 cells | NIH 3T3 viability, CellTiter-Glo ATP luminescence, 48-72 h | Potency, µM (top dose mostly 96.7 µM), inactives show top-dose activity change, negative = cytotoxicity, usual class: inhibitors | 94,000 compounds, 4.3% hits | AID 1345082; also: potency is read from the fitted curve at half-maximal effect; nearly all actives have a fitted effect of over 55% in size
#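 NIH 3T3 cells at 400 cells/well received 23 nL of compound by pintool and were incubated 48 or 72 h at 37 °C. Viability was read as ATP-coupled CellTiter-Glo luminescence.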
# SNCA viab count: reduces viability of HEK-293 SNCA reporter cells; 150,000 compounds, 0.12% hits; HEK-293-SNCA-luc viability, GF-AFC fluorescence, 24 h; AID 1671193; Potency, µM (series often up to 57.1 µM), without a hit: at the top dose activity change, negative = cytotoxicity, actives largely listed as cytotoxic;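 also: potency is read from the fitted curve at half-maximal effect; 0% = DMSO-treated cells and -100% = medium-only wells without cells; nearly all actives have a fitted effect of over 30% in size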
#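 HEK-293-SNCA-luc cells (1500/well) plated 24 h, then exposed 24 h to a dilution series; GF-AFC added 30 min at 37C, fluorescence 405/540 nm; normalised to medium-only and DMSO wells, Hill fit.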
# HEK293 tox: HEK 293 cell cytotoxicity; HEK 293 viability, ATP luminescence (CellTiter-Glo), 48-72 h; Potency, µM (series often up to 115 µM), for the others: top-dose activity change, negative = cytotoxicity, usual class: inhibitors; 94,000 compounds, 6.6% hits; also: potency is read from the fitted curve at half-maximal effect; nearly all actives have a fitted effect of over 60% in size
#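 Cytotoxicity was scored by loss of ATP-coupled luminescence (CellTiter-Glo) in HEK 293 cells. Compound treatment ran 48 or 72 hr at 37 degree Celsius, 5% CO2, 95% humidity.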
# FLuc inh: Photinus pyralis luciferase inhibition; P08659; 76,000 compounds, 2.5% hits; purified P. pyralis luciferase, luminescence, biochemical; Potency, µM (titrated, usually from 115 µM), for inactives: at the top dose activity change, negative = inhibition, actives largely listed as inhibitors; also: potency is read from the fitted curve at half-maximal effect; nearly all actives have a fitted effect of over 65% in size
# Target sequence (P08659 whole entry, looked up): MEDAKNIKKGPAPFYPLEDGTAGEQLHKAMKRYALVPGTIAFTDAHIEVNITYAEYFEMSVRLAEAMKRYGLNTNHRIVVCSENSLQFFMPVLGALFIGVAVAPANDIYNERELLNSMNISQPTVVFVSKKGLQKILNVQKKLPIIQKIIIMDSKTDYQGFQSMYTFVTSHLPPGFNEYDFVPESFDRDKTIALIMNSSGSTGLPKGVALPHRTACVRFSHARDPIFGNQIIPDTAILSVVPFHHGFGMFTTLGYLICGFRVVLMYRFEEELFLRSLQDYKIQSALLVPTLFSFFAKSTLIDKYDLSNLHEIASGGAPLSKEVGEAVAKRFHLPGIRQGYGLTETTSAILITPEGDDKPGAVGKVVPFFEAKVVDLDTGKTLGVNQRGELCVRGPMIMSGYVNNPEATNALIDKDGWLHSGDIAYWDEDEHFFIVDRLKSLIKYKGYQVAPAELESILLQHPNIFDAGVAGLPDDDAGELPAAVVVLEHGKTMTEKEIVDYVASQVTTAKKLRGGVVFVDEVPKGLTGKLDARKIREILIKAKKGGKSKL
#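 Inhibitors were tested against purified firefly luciferase in a biochemical, low-substrate format (both substrates at 10uM) and luminescence measured with a CCD imager.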
# GPT2 inh: inhibitors of human GPT2 alanine aminotransferase; Recombinant GPT2, coupled pyruvate oxidase/HRP Amplex Red fluorescence; Potency, µM (series often up to 57.7 µM), without a hit: at the highest dose activity change, negative = inhibition, most hits filed as inhibitors; Q8TD30; 100,000 compounds, 0.25% hits; also: potency is read from the fitted curve at half-maximal effect; nearly all actives have a fitted effect of over 60% in size; many of its hits are not listed in these tables
# Target sequence (Q8TD30 whole entry, looked up): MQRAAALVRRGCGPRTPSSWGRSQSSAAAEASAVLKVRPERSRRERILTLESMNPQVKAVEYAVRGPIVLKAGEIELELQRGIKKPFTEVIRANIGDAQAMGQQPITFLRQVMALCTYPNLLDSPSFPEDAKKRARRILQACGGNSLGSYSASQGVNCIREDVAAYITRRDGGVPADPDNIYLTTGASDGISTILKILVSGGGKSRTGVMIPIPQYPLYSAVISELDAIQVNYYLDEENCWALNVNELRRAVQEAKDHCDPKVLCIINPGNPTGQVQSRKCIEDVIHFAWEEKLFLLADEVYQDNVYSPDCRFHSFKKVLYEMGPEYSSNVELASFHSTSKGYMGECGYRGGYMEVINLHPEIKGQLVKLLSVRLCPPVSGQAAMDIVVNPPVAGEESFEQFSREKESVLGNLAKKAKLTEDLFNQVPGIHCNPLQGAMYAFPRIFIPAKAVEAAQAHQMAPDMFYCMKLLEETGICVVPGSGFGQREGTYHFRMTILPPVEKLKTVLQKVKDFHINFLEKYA
#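 Fluorescence of coupled pyruvate oxidase/HRP/Amplex Red system (50uM Amplex, 30 min, dark) reports pyruvate formed by GPT2. Enzyme reaction: 10ng/uL GPT2, 2mM L-alanine, 250uM a-KG, 30 min room temperature, pH 7.5; 50uM AOA control.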
# IP6K1 inhibitor: blocks human inositol hexakisphosphate kinase 1. IP6K1 kinase, ADP-Glo luminescence, 2 h; stronger effect = lower value. activity change, % (series mostly up to about 58 µM). AID 1645851. 140,000 compounds, 0.81% hits. Q92551; in the data active = activity change below about -25%
#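 ADP-Glo luminescence measures ADP made by human IP6K1 during a 2 h RT reaction with ATP/IP6 (mix at 1.3 mM/130 uM); top library doses 57.5 and 19.1 uM final.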
# SNCA expr inhib: SNCA gene expression inhibition; Potency, µM (doses to about 57.2 µM), without a hit: top-dose activity change, negative = inhibition, most hits filed as inhibitors; HEK-293 SNCA-luciferase knock-in, luminescence, 24 h; 140,000 compounds, 0.17% hits;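 also: potency is read from the fitted curve at half-maximal effect; plate controls were DMSO cells for no effect and cell-free wells for full effect; nearly all actives have a fitted effect of over 45% in size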
# Starred values were filed as active, the others as inactive; i = inactive; ? = inconclusive; . = not tested or not shown; & = joins results of further samples; [ ] = remark or other dose. Unless noted, calls follow the shape of the dose curve; as a rule, active = well fitted curve in the direction sought with a large enough effect; inconclusive = small, poorly fitted or top-dose-only effect, or another doubt; inactive = no such curve, though single readings can be large; an effect the other way counts as inactive or inconclusive. Unless noted, % is scaled to controls: 0 for no effect and ±100 for the full control effect. The list is partial. The share of hits here may be higher or lower than overall.
# The opening 3 entries, to show the layout:
canonical_smiles | SNCA expr inhib | SNCA viab count | GPT2 inh | IP6K1 inhibitor | NIH3T3 tox | FLuc inh | HEK293 tox
COC1C(=O)N(c2cccc(F)c2)C12CCN(C(=O)CC1CCN(C(C)=O)CC1)CC2 (stereo not drawn) | -14% | 6% | 4% | 20 | -10% | 3% | -22%
CCOCCCNC(=O)C1CCN(C(=O)c2cc3sccc3n2C)CC1 | -10% | 1% | . | -1 | . | . | .
CCOC(=O)N1CCC(NC(=O)c2ccc3c(c2)N(Cc2ccccc2C)C(=O)c2ccccc2S3=O)CC1 (stereo not drawn) | -12% | -6% | . | 12 | . | . | .

# All compounds of this part, repeating the preview:
canonical_smiles | SNCA expr inhib | SNCA viab count | GPT2 inh | IP6K1 inhibitor | NIH3T3 tox | FLuc inh | HEK293 tox
COC1C(=O)N(c2cccc(F)c2)C12CCN(C(=O)CC1CCN(C(C)=O)CC1)CC2 (stereo not drawn) | -14% | 6% | 4% | 20 | -10% | 3% | -22%
CCOCCCNC(=O)C1CCN(C(=O)c2cc3sccc3n2C)CC1 | -10% | 1% | . | -1 | . | . | .
CCOC(=O)N1CCC(NC(=O)c2ccc3c(c2)N(Cc2ccccc2C)C(=O)c2ccccc2S3=O)CC1 (stereo not drawn) | -12% | -6% | . | 12 | . | . | .
COc1ccc2[nH]c(C)c(CCNS(=O)(=O)c3cc(F)ccc3OC)c2c1 | 21% | -10% | . | 1 | . | . | .
Cc1cc(C(=O)NCC2(COc3ccc(C(F)(F)F)cn3)C[C@@H](O)[C@@H](O)C2)no1 (stereo partly drawn) | 8% | 2% | 4% | -17 | -16% | -17% | -4%
Cc1ccc(-c2noc(CCCc3nc(-c4cccnc4)no3)n2)nn1 | ? | 6% | -3% | 7 | -12% | -21% | -10%
C/C=C(\C)C(=O)O[C@@H]1CC2[C@@H](CC=C3C[C@@H](O[C@H]4C[C@H](OC)[C@H](O[C@H]5C[C@H](OC)[C@H](O[C@@H]6O[C@H](C)[C@@H](O[C@H]7C[C@H](OC)[C@H](O[C@@H]8O[C@H](CO)[C@@H](O)[C@H](O)[C@H]8O)[C@@H](C)O7)[C@H](OC)[C@H]6O)[C@@H](C)O5)[C@@H](C)O4)CC[C@@]32C)[C@@]2(O)CC[C@H](C(C)=O)[C@@]12C (stereo partly drawn) | . | ? | i[11.5 µM] | 11 | . | . | .
Oc1ccccc1CNC1(Cc2cc(-c3ccccc3)on2)COC1 | -5%[87.6 µM] | 2%[87.6 µM] | i | 6 | ? | -13%[172 µM] | -21%[172 µM]
O=C(c1ccc(F)cc1)N1CCC(OC2CCN(Cc3ccccc3)CC2)CC1 | -21% | 0% | 2% | 7 | ? | 11% | ?
Cc1cc2ncc(C(=O)NCc3cccc(C(F)(F)F)c3)cn2n1 | 3%[87.6 µM] | -6%[87.6 µM] | -7%[88.5 µM] | 18 | ? | . | ?
Cc1noc(C)c1CN1C[C@H]2[C@H](C1)[S+](=O)([O-])C(C)(C)C(=O)N2CCOc1ccccc1 | 21% | 2% | -16% | 20 | 40µM* | -2% | -17%
N#Cc1c(-n2ncnc2-c2ccccc2C(F)(F)F)sc2c1CCCCC2 | ? | -6% | . | -9 | . | . | .
Cn1c(=O)n([C@H]2CCN(C(=O)Cc3cccnc3)C2)c2ncccc21 | 12% | 5% | i | 3 | 3% | . | -4%
O=C1CCN(Cc2ccncc2)CCCC(CO)CCN1 (stereo not drawn) | -23% | -5% | 4% | 30 | -19% | 0% | 1%
Cc1nnc2n1CCC(N(C)C(=O)CC1=CCCCC1)CC2 (stereo not drawn) | -9% | 12% | i | -11 | -10% | -15% | 5%
CCOc1ccc(NC(=O)N2CCC(N3CC4CC(C3)[C@H]3CCCC(=O)N3C4)CC2)cc1 (stereo partly drawn) | 3% | 11% | i | 16 | i | -7% | -1%
CN(C(=O)c1cnc2n[nH]c(-c3ccccc3)c2n1)c1ccccc1 | ? | ? | 1%[88.5 µM] | 3 | ? | -15%[172 µM] | ?
N#Cc1ccccc1CN1CCCCC1c1nc(CCOCC2CCCC2)no1 (stereo not drawn) | -17% | 0%[12.5 µM] | 0% | 9 | ? | -10% | ?
Cc1ccc(C(=O)N2CCCN(c3nc4ncccc4o3)CC2)cc1 | 4%[87.6 µM] | -17%[87.6 µM] | i | 1 | -19%[138 µM] | -7%[172 µM] | -18%[172 µM]
CN(C)CCNC(=O)c1cnc2c(c1)N(C(=O)Cc1cn(C)c3ccccc13)CCC2 | 7%[87.6 µM] | 2%[87.6 µM] | i | 2 | ? | -7%[172 µM] | -5%[172 µM]
O=C(CSc1nc2c(c(=O)[nH]1)CN(Cc1ccc3c(c1)OCO3)CC2)Nc1ccc(F)cc1 | 8% | 0% | . | -3 | . | . | .
O=C(CN1CCOCC1)N1CCC(N2C(=O)C3(CCCC3)C2c2ccccc2)CC1 (stereo not drawn) | 29% | -3%[12.5 µM] | i | -11 | -14% | -7% | -29%
O=C1Nc2ccc(Cl)cc2[C@@](C#CC2CC2)(C(F)(F)F)O1 | -50%[25.6 µM] | ? | -2% | 5&10 | . | . | .
CC(CC(C)O[C@@H]1O[C@H](CO)[C@@H](O)[C@H](O)[C@H]1O)OC(=O)/C=C/c1ccc(O)cc1 (stereo partly drawn) | . | -9%[23.9 µM] | ? | 1 | . | . | .
COc1ccc(NC(=O)C2CN(S(=O)(=O)C3CC3)CC23CCCCC3)c(OC)c1 (stereo not drawn) | -8% | 1% | i | 21 | -18% | 4% | -8%
O=C(c1ccncc1)N1CCC(Oc2cccnc2)C1 (stereo not drawn) | 11% | 7% | i | 16 | 5% | 4% | 7%
Cc1noc(C)c1CCC(=O)N1CCC2(CC1)CC(CCOCC1CC1)CCO2 (stereo not drawn) | -11% | 1% | i | 7 | -31% | . | -28%
Cc1c(C(=O)NCc2ccccc2Cl)sc2nc3n(c(=O)c12)CCCCC3 | 170%[activator] | -3% | . | 6 | . | . | .
O=C(Nc1cccc(Cl)c1)C(Cc1ccccc1)n1cccc1 (stereo not drawn) | ? | 1% | . | -5 | . | . | .
CC(C)C(=O)NC1CCN(c2ccnc3ccnn23)C1 (stereo not drawn) | -7%[87.6 µM] | 3%[87.6 µM] | 2%[88.5 µM] | 12 | ? | . | ?
COc1ccc(CN2Cc3[nH]cnc3C[C@H]2c2nc(-c3ccncc3)no2)cc1 | 10%[87.6 µM] | -8%[87.6 µM] | -5%[88.5 µM] | 9 | ? | -11%[172 µM] | ?
COc1cc2c(cc1OC)C(CNC(=O)c1ccccc1)N(C(=O)Nc1ccccc1F)CC2 (stereo not drawn) | 8% | -17% | i | 17 | -7% | -6% | ?
O=C(c1ccc2c(Cl)c3c(nc2c1)CCCC3)N1CCN(c2cccc(C(F)(F)F)c2)CC1 | 8% | -2% | . | -5 | . | . | .
CC1CN(C(=O)c2csc(-c3ccc(C(F)(F)F)cc3)n2)CCCO1 (stereo not drawn) | 4% | -3% | -1% | -19 | ? | 1% | ?
COc1ccc(CN2Cc3cc(NC(=O)c4ccc(Cl)cc4)ccc3OC(C)C2=O)c(OC)c1 (stereo not drawn) | 0% | -26% | -17% | -11 | ? | -2% | ?
COc1cc2c(cc1OC)C(C[C@H]1CN(S(=O)(=O)c3cccc(C#N)c3)CC[C@H]1CC(=O)O)=NCC2 | -11% | 18% | 2% | 4 | i | -3% | -9%
CCc1nc(C)sc1C(=O)N[C@@H]1COCC[C@H]1Oc1ccc(C#N)cc1 | -2% | 4% | 3% | 16 | -3% | 7% | i
CC(C)NC[C@H]1COCc2nc3cc(C(F)(F)F)ccc3n21 | 9%[87.6 µM] | 4%[87.6 µM] | -7%[88.5 µM] | -9 | 3%[138 µM] | 5%[172 µM] | -6%[172 µM]
Cc1ccc(OCCSc2nc3ccccc3n2CC(=O)N2CCCCC2)c(C)c1 | -8% | 14µM* | . | 19 | . | . | .
Cc1nn2c(c1-c1ccnn1C(C)C)N(Cc1ccc(O)cc1)CCC2 | 6%[87.6 µM] | 6%[87.6 µM] | i | 21 | ? | -9%[172 µM] | ?
O=C(O)c1cccc(Nc2ncnc3ccc(Br)cc23)c1 | 10% | 0% | . | -26* | . | . | .
Cc1cc(C)n(CCC(=O)N2CCCC2c2nc(C3CCOCC3)no2)n1 (stereo not drawn) | -27% | -6% | 1% | 4 | -11% | -7% | -8%
Cc1noc(-c2cccc(F)c2)c1C(=O)NCCCc1ccccc1 | -28% | -13% | i | 13 | ? | -13% | ?
O=C(c1ccc2nc[nH]c2c1)N1CCN(c2cc(-c3cccs3)[nH]n2)CC1 | 0% | 1% | i | 19 | -16% | -3% | -17%
COc1cccc(CNC(=O)c2cnc(N3CCCC3)nc2C)c1 | 14% | 10% | . | -6 | . | . | .
Cc1ccc(S(=O)(=O)N2CCc3c(C(=O)NCc4ccccn4)cccc32)cc1 | 9% | 5% | -9% | -3 | ? | -11% | ?
Cc1ccc2c(c1)c1c(c(=O)n(-c3cccc(Cl)c3)c(=O)n1CC(=O)c1ccc(Cl)cc1)n2C | 3% | 2% | . | 17 | . | . | .
Cc1nc(CCC(=O)N2CCn3nc(C(=O)Nc4ccccc4)cc3C2)n[nH]1 | 61%[activator] | 2% | -23% | -9 | -7% | 28µM* | -23%
Cc1sc2c(c1C)c(=O)n(-c1cccc(C(F)(F)F)c1)c(=O)n2Cc1ccccc1C#N | -1% | ? | . | 32 | . | . | .
O=c1n(CCN2CCN([S+](=O)([O-])c3cccs3)CC2)nc2n1CCCC2 | . | . | . | -6 | -21% | . | -3%
COCCN1C(=O)[C@@H]2C[C@@H](CN2C(C)C)Oc2ccccc21 | 9%[87.6 µM] | -2%[87.6 µM] | 2%[88.5 µM] | 11 | -15%[138 µM] | 3%[172 µM] | ?
CCOc1ccc2[nH]c(=O)c(CN(C)CC3CCN(C)C3)cc2c1 (stereo not drawn) | -11% | 3% | -3% | -14 | -8% | 3% | -9%
O=C(Nc1ccccc1)N1CCC(c2nn(-c3ccc(F)cc3)c(=O)[nH]2)CC1 | 44% | -2% | -3% | 10 | -22% | -31% | i
O=C(NCc1cccc(Cl)c1)c1ccc2nc(-c3ccncc3)oc2c1 | ? | 9%[87.6 µM] | i | 8 | ? | . | ?
Cc1nc2c(C(=O)NCc3ccccc3Cl)c[nH]n2c(=O)c1Cc1cccc(Cl)c1 | -26% | -28% | . | 2 | . | . | .
COc1ccc(Nc2oc(/C=C/c3ccc(OC)c(OC)c3)nc2C#N)cc1 | -7% | 13% | . | -4 | . | . | .
Cc1nc(C)c(C(=O)N2CCc3nnc([C@@H]4C[C@@H](O)CN4C(C)C)n3CC2)s1 | 34%[activator] | 1% | -2% | 9 | -23% | -3% | -8%
CCN(CC)C(=O)N1CCCC1c1noc(COc2ccc(F)cc2)n1 (stereo not drawn) | -6% | 5% | i | 0 | -7% | 5% | -13%
N#Cc1ccc(C(=O)Nc2ccc([C@@H](O)[C@H]3COCC(=O)N3CCCc3ccccc3)cc2)cc1 | 4% | -13% | -2% | 8 | -23% | ? | ?
O=C(O)CCCC[C@@H]1CCSS1 | -8% | 9% | -25% | . | . | . | .
